From PubChem
CHRM4 agonist = agonists of human muscarinic M4 receptor (CHRM4); CHO-K1 hM4/Gqi5, Fluo-8 calcium fluorescence; vehicle 0%, full acetylcholine response 100%; activation, % at 3 µM; 360,000 compounds, 0.14% hits;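 active = activation above the run mean over all test wells plus 3 SD, cut at about 32% in these data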;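 also: peak over basal fluorescence ratio per well then scaled between controls; 0% = DMSO wells and 100% = acetylcholine at EC100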
CHRM5 agonist = CHRM5 agonism in calcium assay; P08912; CHO-K1 hM5 cells, Fluo-8 calcium fluorescence; 0% DMSO wells, 100% maximal acetylcholine response; activation, % at 3 µM; 360,000 compounds, 0.19% hits; AID 624037;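 active = activation above the run's mean over test compounds plus 3 SD, cut at about 23% in these data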;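 also: signal is peak over basal fluorescence ratio across the kinetic read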
Target sequence (P08912 whole entry, looked up): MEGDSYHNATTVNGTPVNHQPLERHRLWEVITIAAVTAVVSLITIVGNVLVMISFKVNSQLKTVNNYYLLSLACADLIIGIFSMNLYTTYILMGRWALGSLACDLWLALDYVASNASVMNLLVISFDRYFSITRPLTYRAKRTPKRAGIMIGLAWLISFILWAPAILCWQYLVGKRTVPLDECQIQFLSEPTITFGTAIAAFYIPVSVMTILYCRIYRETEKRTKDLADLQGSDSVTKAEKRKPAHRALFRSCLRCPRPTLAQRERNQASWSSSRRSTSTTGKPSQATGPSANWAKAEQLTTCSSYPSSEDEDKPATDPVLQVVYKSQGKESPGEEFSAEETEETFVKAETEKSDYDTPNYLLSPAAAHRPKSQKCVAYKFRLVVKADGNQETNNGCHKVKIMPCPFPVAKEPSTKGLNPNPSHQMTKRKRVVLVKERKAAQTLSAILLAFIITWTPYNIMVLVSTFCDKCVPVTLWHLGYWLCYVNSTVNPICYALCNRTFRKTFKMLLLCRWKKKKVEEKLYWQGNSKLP
CHRM4 antagonist = antagonists of human muscarinic M4 receptor (CHRM4) | 360,000 compounds, 0.73% hits | inhibition, % at 3 µM | P08173 | AID 624125 | CHO-hM4 cells, ACh EC80, Fluo-8 calcium fluorescence;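 active = inhibition above its plate's cutoff, the mean inhibition of sample wells plus 3 SD, cut at about 27% in these data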;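 also: 0% = acetylcholine EC80 with DMSO and 100% = DMSO without agonist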
CHRM5 antagonist = antagonists of human muscarinic M5 receptor (CHRM5); AID 624040; 360,000 compounds, 0.59% hits; CHO-hM5 cells, Fluo-8 calcium fluorescence, ACh EC80; P08912; inhibition, % at 3 µM;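 active = inhibition above a per-plate cutoff, the mean of that plate's test compounds plus 3 SD, cut at about 27% in these data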;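 also: 0% = acetylcholine EC80 with DMSO and 100% = DMSO without agonist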
CHRM1 PAM = human CHRM1 positive allosteric modulation; P11229; 360,000 compounds, 0.088% hits; activation, % at 3 µM; CHO-K1 hM1, Fluo-8 calcium fluorescence, ACh EC20; 0% = ACh EC20, 100% = maximal ACh; in the data active = activation above about 19%, passing the limit was not always enough
TAAR1 ag = agonists of human TAAR1. Q96RJ0. CHO RD-HGA16 TAAR1, Fluo-8 calcium fluorescence; vehicle wells 0%, saturating PEA agonist 100%. activation, % at 3 µM. 360,000 compounds, 0.99% hits;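 active = activation above the mean activation of all test compounds in the run plus 3 SD, cut at about 38% in these data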
Target sequence (Q96RJ0 whole entry, looked up): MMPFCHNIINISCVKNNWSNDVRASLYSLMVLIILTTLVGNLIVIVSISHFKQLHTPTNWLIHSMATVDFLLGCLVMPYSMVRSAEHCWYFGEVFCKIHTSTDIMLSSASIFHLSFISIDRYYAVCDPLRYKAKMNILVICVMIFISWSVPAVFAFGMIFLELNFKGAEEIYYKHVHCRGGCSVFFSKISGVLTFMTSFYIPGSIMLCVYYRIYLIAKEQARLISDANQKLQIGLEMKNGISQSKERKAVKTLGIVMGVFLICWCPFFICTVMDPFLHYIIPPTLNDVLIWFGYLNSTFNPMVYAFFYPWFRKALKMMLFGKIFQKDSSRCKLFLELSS
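Test system: RD-HGA16 (CHO) cells co-expressing Gα16 and hTAAR1 | Doses: Single dose, 3 µM | Schedule: 17-24 h seeding, 75 min 37 °C dye, 30 min RT | Evaluation: % activation from peak over basal fluorescence ratio, DMSO-to-PEA scaled | Technique: Kinetic Fluo-8 calcium fluorescence | Benchmarks: Low control DMSO, high control PEA (EC100)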
M5 PAM = potentiates acetylcholine response at human M5 receptor; P08912; CHO-K1 hM5, Fluo-8 calcium, ACh EC20 PAM; 0% = ACh EC20, 100% = ACh EC100; activation, % at 3 µM; 360,000 compounds, 0.3% hits;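 active = activation above the run cutoff, the mean activation of all test compounds plus 3 SD, cut at about 18% in these data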
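Probe or stimulus: acetylcholine, EC20 level; Assay system: human M5 receptor in CHO-K1 cells; Schedule: compound preincubation 140 s before EC20 acetylcholine addition; Technique: intracellular calcium via Fluo-8 fluorescence; Dosing: single-point, 3 µM nominal; Read-out basis: percent activation from peak-over-basal fluorescence ratio, scaled EC20-to-EC100 acetylcholine; Repeats: one well per compound, no replicates.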
M1 antag = blocks human M1 muscarinic receptor; inhibition, % at 3 µM; CHO-K1 hM1, Fluo-8 calcium fluorescence, ACh EC80 antagonist; P11229; 360,000 compounds, 1.3% hits;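 active = percent inhibition above its own plate's cutoff, namely the mean of that plate's compound wells plus 3 SD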;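 also: peak over basal fluorescence ratio during 140 s after agonist addition; 0% = ACh EC80 plus DMSO and 100% = DMSO alone without agonist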
CHRM1 agonist = human M1 muscarinic receptor agonism. P11229. activation, % at 3 µM. 360,000 compounds, 0.33% hits. AID 588814. CHO-K1 hM1, Fluo-8 calcium fluorescence, agonist mode; 0% DMSO, 100% acetylcholine EC100;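 active = activation above the run's mean compound activation plus 3 SD, cut at about 16% in these data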;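 also: peak over basal fluorescence ratio within a 140 s kinetic read after compound addition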
Active calls of the source: *.

smiles	CHRM4 agonist	CHRM5 agonist	CHRM4 antagonist	CHRM5 antagonist	CHRM1 PAM	TAAR1 ag	M5 PAM	M1 antag	CHRM1 agonist
COc1ccc(-c2cc3nc(NCCOc4ccccc4)ccn3n2)cc1	16	1	-5	8	7	6	-10	-8	0
Cc1ccc(Cl)cc1NC(=S)N(CCN(C)C)Cc1cccs1	2	-12	0	13	-2	3	-7	4	-6
COc1cc(NC(=O)c2cc(-c3ccccc3Cl)on2)cc(OC)c1OC	13	-3	10	18	9	27	-2	-17	0
C[C@@H]1CN([C@@H](C)CO)C(=O)CCCn2nncc2CO[C@H]1CN(C)C(=O)OCc1ccccc1	0	1	5	3	2	4	-3	-8	-6
Cc1onc(-c2ccccc2)c1NC(=O)N(CCC#N)Cc1cccs1	1	5	-19	-13	-3	1	11	1	-3
COc1ccc(S(=O)(=O)N2CCCCCC2)cc1NC(=O)Cc1ccc(OC)c(OC)c1	3	3	-3	11	4	2	-7	-10	-4
COC/C=C/C1=CC2=CC(=O)C(C)(OC(=O)c3cnc4ccccc4n3)C(=O)C2=CN1CCN1CCOCC1 (stereo unspecified)	1	4	-2	2	4	4	9	-5	0
COc1ccccc1C(=O)NCCC(=O)N(C)Cc1cccs1	0	2	1	2	2	1	1	2	-1
COC1=CC(=O)c2nc(Cl)ccc2C1=O	5	7	8	10	10	4	1	6	-1
O=C(Nc1nc2c(Cl)cccc2s1)C1CC1	1	-3	1	10	2	0	-4	-6	-6
O=C(OCc1ccc([N+](=O)[O-])cc1)c1ccccn1	0	-8	1	-6	0	3	4	-1	-3
CS(=O)(=O)N(Cc1ccc(C(=O)NN=C2CCCCCC2)cc1)c1ccccc1	0	2	-2	13	11	0	25*	-10	2
COc1ccc(OC)c(-c2csc(N(CC3CCCO3)C(=O)Cc3ccccc3)n2)c1 (stereo unspecified)	-1	-3	4	10	0	3	-4	-4	-12
CCOc1ccc(N2CC(C(=O)Nc3nnc(C4CCCCC4)s3)CC2=O)cc1 (stereo unspecified)	1	-1	7	14	1	1	1	-2	-5
O=C(Nc1ccccc1N1CCOCC1)c1cc2c(s1)CCCCC2	-1	6	-14	8	-2	9	2	10	-1
COc1ccccc1CNC(=O)C(=O)NCC1OCCN1S(=O)(=O)c1ccc2c(c1)OCCO2 (stereo unspecified)	8	2	-10	2	3	0	-6	-3	-4
Cc1ccc2c(C)c(C(=O)N(Cc3ccc(F)cc3)C3CCS(=O)(=O)C3)oc2c1 (stereo unspecified)	1	-5	2	-3	6	4	7	-6	1
Cc1cccc(NC(=O)C(CC(C)C)NC(=O)C2CCC(C)CC2)n1 (stereo unspecified)	0	-1	-4	7	2	0	-1	-2	-3
Cc1cc(CSc2ccccc2)ccc1NC(=O)c1ccc(CN2CCOCC2)cc1	9	2	-4	-2	-5	5	-3	6	4
CCOC(=O)C1CCN(C(=O)CSc2c3c(nc4ccccc24)CCC3)CC1	3	-5	-15	-1	2	1	-2	-9	-10

(more compounds)
smiles	CHRM4 agonist	CHRM5 agonist	CHRM4 antagonist	CHRM5 antagonist	CHRM1 PAM	TAAR1 ag	M5 PAM	M1 antag	CHRM1 agonist
CCN(CC)C(=O)C1CC(c2ccc(OC)cc2)=NO1 (stereo unspecified)	0	-4	2	-1	2	1	-3	-2	-4
COc1ccccc1CN(C)C(=O)c1cccc(S(=O)(=O)N2CCN(Cc3ccccc3)CC2)c1	9	1	4	4	7	-1	-11	-5	-1
Cc1ccc(C(=O)N/C(=C/c2ccco2)C(=O)N2CCC(C)CC2)cc1	2	0	13	27	2	5	-9	-6	2
C=CCOc1c(Br)cc(CNc2nccs2)cc1OC	0	-4	3	0	5	15	0	-6	-6
Cn1cnc(S(=O)(=O)NCc2ccccc2)c1	-1	-1	2	1	2	1	-2	0	-5
COc1cccc(C(=O)O[C@H]2[C@H](C)NS(=O)(=O)[C@H]3C[C@@H]4C=C[C@]23O4)c1	2	0	-2	20	-6	6	-6	14	-2
COC(=O)c1cc(NC2c3ccccc3C(=O)N2c2ccc(Cl)cn2)cc(C(=O)OC)c1 (stereo unspecified)	0	1	-1	3	2	0	-4	-8	-2
CCOc1ccc(C(=O)n2cc(C(=O)OC)c3ccccc32)cc1	-1	-3	-12	-2	3	5	3	-7	-4
COc1ccc(Cc2nc(=S)[nH][nH]2)cc1Br	1	0	-3	6	10	1	-1	-8	-4
CCNC(=O)COc1ccc(OCc2ccccc2)cc1	7	1	7	-8	0	10	6	-8	1
CCNC(=S)N1CCN(C(c2ccccc2)c2ccccc2)CC1	1	-6	-4	1	-7	-1	-5	7	-12
CCc1sc(C(=O)Nc2cccc(C(C)=O)c2)cc1C	2	-1	4	-2	3	2	-3	3	-3
COc1cc(OC)cc(C(=O)N[C@H](C(=O)OCC(=O)NC(=O)NC(C)(C)C)C(C)C)c1	7	1	-3	5	0	3	-3	3	-3
O=C(Nc1ccc(C(=O)N2CCOCC2)cc1)c1cc(-c2cccnc2)nc2ccc(Br)cc12	20	0	-6	16	1	20	-17	9	-3
CCOC(=O)c1c(C)nc(C)c2c(=O)oc3ccccc3c12	6	2	-3	2	-4	3	2	6	-7
O=C1CN(C(=O)c2ccccc2Br)C(c2ccc(F)cc2)c2cc(F)ccc2N1 (stereo unspecified)	27	2	1	26	-22	41*	-17	31	-5
CCN(CC)S(=O)(=O)c1ccc(-c2nnc(SCC(=O)c3ccc(OC)cc3)o2)cc1	1	1	-1	-9	8	2	0	-9	-5
COc1ccc(C(=O)C[n+]2ccc(N)c(C)c2C)cc1	1	-5	-4	-9	9	4	3	-6	-13
CCn1ccnc1CN1CCc2c([nH]c3ccccc23)C1CC(C)C (stereo unspecified)	9	-4	-3	8	-10	6	-11	8	-6
O=C(CCC1CCCCC1)NCCS(=O)(=O)N1CCN(c2ccc(F)cc2)CC1	5	0	-14	-1	12	3	-1	-28	1

Next results
smiles	CHRM4 agonist	CHRM5 agonist	CHRM4 antagonist	CHRM5 antagonist	CHRM1 PAM	TAAR1 ag	M5 PAM	M1 antag	CHRM1 agonist
CCOc1cccc(NC(=O)/C(C#N)=C\c2cccnc2)c1	1	1	-12	8	9	4	2	-11	-3
COc1ccc(C2c3c(C)nn(-c4ccccc4)c3NC(=O)N2c2ccccc2)cc1 (stereo unspecified)	0	-5	4	-1	6	6	1	-12	-9
CC1ON=C(c2ccc(F)cc2)NC1=O (stereo unspecified)	1	0	-7	-6	10	1	-2	-15	-2
COc1ccc(S(=O)(=O)NCc2ccc(C(=O)N(C)Cc3ccco3)cc2)cc1	4	2	3	-1	5	2	-1	-13	-4
COc1ccc(/C=C2\SC(=S)N(CCC(=O)N3CCCCC3)C2=O)cc1	0	0	9	13	11	0	2	-10	-2
CCOC(=O)C1=C(CS(=O)(=O)c2ccccc2)NC(=O)NC1c1ccc(OC)c(OC)c1 (stereo unspecified)	0	-2	-2	3	6	0	6	-23	-2
Cc1c(N)cccc1[N+](=O)[O-]	4	2	-7	5	8	1	0	-9	-4
CSCC[C@H](NC(=O)N1CCn2c1nc1ccccc12)C(=O)NC1CC1	1	-3	-5	5	-3	2	0	21	-2
Cc1cc([N+](=O)[O-])ccc1NCc1cccc([N+](=O)[O-])c1	4	-2	5	1	-4	-2	-10	-21	-4
COc1ccc(C(=O)Nc2cccc(OC(=O)c3ccco3)c2)cc1	2	-3	-12	1	11	-1	10	-6	0
Cc1ccccc1CNC(=O)C1CCC(=O)N(C2CC2)C1 (stereo unspecified)	1	-5	1	10	10	0	-4	-9	-2
COc1cccc(N2CC(C(=O)Nc3nnc(SCCC4OCCO4)s3)CC2=O)c1 (stereo unspecified)	2	-4	-1	31*	1	1	-9	-2	-3
O=C(Cc1ccccc1)NN1C(=O)C2C3C=CC(C3)[C@@H]2C1=O (stereo partly specified)	1	-2	6	-1	6	2	-1	-4	-4
COc1cc(NC(=O)Nc2ccccc2OC)c(OC)cc1NC(=O)CN1CCCCC1	2	-3	-8	0	6	-2	0	-8	-5
COC(=O)[C@H](CC(C)C)NC(=O)Nc1ccc(S(N)(=O)=O)cc1	0	2	-12	-2	20	0	11	-14	-1
CC(OC(=O)c1nc(Cl)ccc1Cl)C(=O)Nc1ccc2c(c1)OCCO2 (stereo unspecified)	1	-2	-8	6	9	-1	4	-12	-6
N#C/C(=C\c1cn[nH]c1-c1ccccc1)C(=O)NC1CCCCCC1	0	-2	8	3	-4	6	-11	9	-8
CN(C)C(=O)CN1C(=O)NC2(CCc3ccccc32)C1=O (stereo unspecified)	1	-4	4	10	1	0	3	-1	-2
CC1CC(C)(C)NCCNC(C)CC(C)(C)NCCN1 (stereo unspecified)	1	-1	10	1	11	12	3	-3	-7
c1cc(-c2ccc(N3CCOCC3)cc2)n2ccnc2c1	2	1	-14	-3	8	3	-3	-7	-7

Next section
smiles	CHRM4 agonist	CHRM5 agonist	CHRM4 antagonist	CHRM5 antagonist	CHRM1 PAM	TAAR1 ag	M5 PAM	M1 antag	CHRM1 agonist
Cc1ccc(C(=O)N2CCN(C3CCCCC3)CC2)s1	0	-2	-4	2	11	2	-4	-9	-13
Cc1ccc(C(=O)Cn2cnc3ccccc3c2=O)cc1	1	-2	-14	-12	-5	4	0	-24	-2
CCN(CC)c1ccc(S(=O)(=O)N2CCCCC2)cc1NC(=O)C1CSC2(C)CCC(=O)N12 (stereo unspecified)	14	-3	-27	24	-4	8	-32	3	-6
O=[N+]([O-])c1ccccc1S(=O)(=O)Nc1cccc(-c2ccc(N3CCCC3)nn2)c1	0	-3	6	6	-6	-1	0	-3	-7
O=C1C(Cl)=C(O)C2(Cl)C(Cl)=C(Cl)C12Cl (stereo unspecified)	-1	2	10	7	-3	0	0	0	-2
CCCCn1c(SCc2ccc(Cl)cc2)nc2c1c(=O)[nH]c(=O)n2C	0	-1	0	-4	-2	11	4	-10	-4
CC(C)n1c(CN(C)c2ccccc2)nc2ccccc21	2	-7	2	11	1	11	1	-3	-5
CCOc1ccc2nc(NCCNC(=S)NCCCN(C)C)c(C#N)cc2c1	0	-2	6	7	-3	6	7	4	-6
Cc1ccccc1N1CCN(S(=O)(=O)c2nnc(NC(=O)c3ccc(F)cc3)s2)CC1	1	-4	-2	16	17	2	-4	-13	2
C=CCn1cc(/C=C2/NC(=O)NC2=O)c2ccccc21	2	-1	-5	7	7	2	4	-10	0

Part of the list above, with two lines to a compound.
Every second line gives: CHRM4 agonist, CHRM5 agonist, CHRM4 antagonist, CHRM5 antagonist, CHRM1 PAM, TAAR1 ag, M5 PAM, M1 antag, CHRM1 agonist
- O=[N+]([O-])c1ccccc1S(=O)(=O)Nc1cccc(-c2ccc(N3CCCC3)nn2)c1
  0, -3, 6, 6, -6, -1, 0, -3, -7
- O=C1C(Cl)=C(O)C2(Cl)C(Cl)=C(Cl)C12Cl (stereo unspecified)
  -1, 2, 10, 7, -3, 0, 0, 0, -2

A portion of the library (hit frequency here may not be typical).
